Screening data: PubChem, The Scripps Research Institute Molecular Screening Center
GSTO1 inh = blocks human GSTO1 in RBBP9 counter-screen; actives 1.1% (n = 300,000); inhibition, % at 5.96 µM; recombinant GSTO1, activity-based probe fluorescence polarization; AID 1974;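 active = inhibition above the campaign mean inhibition plus 3 SD, cut at about 35% in these data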;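 note: 0% = GSTO1-1 with DMSO and 100% = wells lacking GSTO1-1 enzyme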
PAFAH1B2 FP inh = inhibitors of human PAFAH1B2. recombinant PAFAH1B2, FP-rhodamine activity probe, fluorescence polarization. inhibition, % at 3.39 µM. actives 1.2% (n = 340,000). AID 492953;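 active = inhibition above the mean of all tested compounds plus 3 SD, cut at about 24% in these data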;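 note: 0% = enzyme with DMSO and 100% = wells lacking PAFAH1B2; many of its hits are not listed in these tables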
Target sequence (P68402 whole entry, looked up): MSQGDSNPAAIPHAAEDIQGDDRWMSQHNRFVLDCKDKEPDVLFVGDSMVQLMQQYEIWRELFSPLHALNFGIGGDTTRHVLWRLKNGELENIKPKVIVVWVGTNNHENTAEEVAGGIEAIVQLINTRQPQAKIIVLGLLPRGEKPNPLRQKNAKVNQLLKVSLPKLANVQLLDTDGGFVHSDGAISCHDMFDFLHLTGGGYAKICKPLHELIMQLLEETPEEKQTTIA
PME-1 inh = blocks human protein phosphatase methylesterase 1; actives 0.53% (n = 320,000); inhibition, % at 5.9 µM; Q9Y570; recombinant PME-1, FP-Rh probe fluorescence polarization;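 active = inhibition above the campaign mean of all compounds plus 3 SD, cut at about 26% in these data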;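 note: competitive labeling of PME-1 active site by serine hydrolase directed probe; 0% = PME-1 with DMSO and 100% = wells lacking PME-1 enzyme; inhibitors block probe labeling so polarization falls and inhibition rises; many of its hits are not listed in these tables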
PAFAH2 FP inh = inhibitors of human PAFAH2; Q99487; recombinant PAFAH2, FP-rhodamine activity probe, fluorescence polarization; inhibition, % at 3.39 µM; actives 0.99% (n = 340,000); AID 492956;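 active = inhibition above the mean over all tested compounds plus 3 SD, cut at about 30% in these data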;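 note: inhibitors block probe labeling of enzyme so polarization drops; 0% = enzyme with DMSO and 100% = wells lacking PAFAH2 protein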
PAFAH1B3 inh = PAFAH1B3 (human) inhibition; inhibition, % at 3.39 µM; Q15102; actives 0.28% (n = 340,000); recombinant PAFAH1B3, FP-rhodamine probe, fluorescence polarization;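 active = inhibition above the screen-wide average of all tested compounds plus 3 SD, cut at about 25% in these data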;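 note: 0% = enzyme with DMSO only and 100% = wells lacking PAFAH1B3 protein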
pPAFAH inh = inhibitors of human plasma PAF acetylhydrolase (pPAFAH); inhibition, % at 3.39 µM; recombinant pPAFAH, FP-rhodamine probe fluorescence polarization; actives 1.5% (n = 330,000); Q13093;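 active = inhibition above the mean inhibition across the screen plus 3 SD, cut at about 25% in these data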;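 note: inhibitors block binding of the rhodamine activity-based probe so polarization drops; 0% = enzyme with DMSO and 100% = wells lacking pPAFAH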
PAD4 inh = inhibitors of human PAD4. actives 0.41% (n = 330,000). inhibition, % at 6.36 µM. AID 485272. Q9UM07. recombinant PAD4, RCA probe fluorescence polarization;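 active = percent inhibition above a cutoff equal to the mean of all tested compounds plus 3 SD, cut at about 15% in these data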;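 note: 0% = PAD4 with RCA probe and DMSO and 100% = probe without PAD4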
LYPLA1 inh = counter-screen for PME1 inhibitors: inhibitors of human LYPLA1; actives 0.16% (n = 320,000); O75608; inhibition, % at 5.9 µM; recombinant LYPLA1, FP-Rh probe fluorescence polarization;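 active = inhibition above the mean of all tested compounds plus 3 SD, set per campaign, cut at about 14% in these data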;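 note: inhibitors block serine hydrolase probe labeling of LYPLA1 so polarization falls; 0% = enzyme with DMSO and 100% = wells lacking LYPLA1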
Target sequence (O75608 whole entry, looked up): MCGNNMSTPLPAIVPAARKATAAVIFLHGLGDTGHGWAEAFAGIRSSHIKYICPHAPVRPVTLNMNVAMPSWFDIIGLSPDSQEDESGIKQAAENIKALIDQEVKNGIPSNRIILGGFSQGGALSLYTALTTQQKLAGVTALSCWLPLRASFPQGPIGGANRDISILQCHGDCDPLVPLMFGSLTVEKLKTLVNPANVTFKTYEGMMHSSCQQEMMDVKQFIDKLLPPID
LYPLA2 inh = LYPLA2 (human) inhibition in PME1 counter-screen; AID 2177; actives 0.38% (n = 320,000); O95372; recombinant LYPLA2, FP-Rh probe fluorescence polarization; inhibition, % at 5.9 µM;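 active = inhibition above the screen-wide mean plus 3 SD, limit set per campaign, cut at about 26% in these data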;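 note: 0% = LYPLA2 with DMSO and 100% = wells lacking LYPLA2 enzyme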
Target sequence (O95372 whole entry, looked up): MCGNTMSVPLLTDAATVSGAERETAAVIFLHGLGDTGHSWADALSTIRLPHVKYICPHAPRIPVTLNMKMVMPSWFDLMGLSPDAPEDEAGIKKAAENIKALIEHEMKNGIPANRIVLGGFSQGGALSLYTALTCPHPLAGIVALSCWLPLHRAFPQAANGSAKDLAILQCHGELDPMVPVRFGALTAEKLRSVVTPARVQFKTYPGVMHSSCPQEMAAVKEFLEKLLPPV
* marks the source's active call; other numbers are inactive results; · = no result given. An excerpt; rates above refer to the full screens.

cpd	SMILES	GSTO1 inh	PAFAH1B2 FP inh	PME-1 inh	PAFAH2 FP inh	PAFAH1B3 inh	pPAFAH inh	PAD4 inh	LYPLA1 inh	LYPLA2 inh
1	CCCN1CCN(CCCNC(=O)c2cc3c(s2)-c2ccccc2OC3)CC1	7	3	-3	6	10	2	4	-6	6
2	CCCc1cc(=O)oc2cc(OCc3cc(OC)c(OC)c(OC)c3)c(Cl)cc12	3	1	3	-3	-1	0	1	4	2
3	COc1ccc(C2C(C#N)=C(/N=C/N3CCOCC3)OC3=C2C(=O)CC(C)(C)C3)cc1OC (configuration not stated)	0	-4	12	9	5	4	3	4	2
4	COc1ccc(-n2c(N)c(C(=O)NCC3CCCO3)c3nc4ccccc4nc32)c(OC)c1 (configuration not stated)	18	5	13	4	5	12	-12	1	1
5	O=C(COC(=O)c1cccc(S(=O)(=O)N2CCCCC2)c1)NC1CCCCC1	·	2	-1	77*	11	6	-3	-3	-4
6	CCCNS(=O)(=O)c1ccc(OCC(=O)Nc2ccc3c(c2)OCO3)cc1	-3	-2	-2	2	4	-1	-8	-1	-2
7	COc1cccc(OCCOCCNCCO)c1	-3	·	-10	·	·	1	-1	-1	-2
8	O=C(CCNC(=O)c1ccccc1Cl)N/N=C\c1ccc(O)cc1	4	4	0	4	7	1	-2	0	4
9	CCOC(=O)c1ccc(NC(=O)Cn2cccc2)cc1	5	-6	-2	0	6	-3	3	-1	2
10	COc1ccc2nc(NC(=O)c3ccccc3F)sc2c1	3	3	-13	3	-4	0	1	-6	-1
11	CC1=C(C(=O)OC(C)(C)C)C(c2cccc3ccccc23)NC(=O)N1 (configuration not stated)	-9	5	7	-4	2	-11	-2	1	0
12	COc1ccc(NC(=O)c2cc(-c3cccs3)on2)cc1	2	-2	0	-2	6	2	3	0	2
13	O=C(NC1CCCCC1)N1CCC(c2nc3ccc(Cl)cc3[nH]2)CC1	-3	3	1	5	3	9	-3	-4	-1
14	CN(C)/C=C(\C(=O)c1ccccc1)c1nnnn1-c1ccccc1	4	-1	-5	7	12	-5	-1	2	3
15	CN1C(=O)/C(=C/c2ccc3c(c2)OCO3)N=C1c1ccccc1	-6	2	-6	-5	0	3	-3	-4	3
16	CCCn1c(SCC(=O)Nc2ccccc2Oc2ccccc2)n[nH]c1=O	6	2	6	6	-7	1	-4	2	7
17	Cc1ccc(-n2cc(CN3CCCN(C=O)CC3)c(-c3ccc(F)cc3)n2)cc1	12	10	3	2	10	1	-6	-1	-9
18	O=C1C2C3C=CC(C3)C2C(=O)N1c1cccc2ccccc12 (configuration not stated)	0	1	-3	10	8	2	1	0	2
19	OCC(CO)(CO)NCC(O)CN1c2ccccc2Sc2ccccc21 (configuration not stated)	7	6	-1	-5	3	4	1	4	1
20	CC(C)n1c(-c2ccccc2F)n[nH]c1=S	-7	-1	-10	0	5	-8	4	-1	-12
21	CCC(CC)C(=O)Nc1ccc(-c2cn3cccnc3n2)cc1	3	-2	-3	-1	-1	5	-4	2	0
22	CCOC(=O)c1ccc(NC(=O)CNC(=O)c2ccccc2)cc1	5	4	-4	-9	0	0	4	1	-3
23	COc1ccc(CC(=O)Oc2ccc(F)cc2)cc1	7	5	-3	-5	5	6	-1	-5	-2
24	Cn1ncc2c(NNC(=O)c3ccccc3Cl)ncnc21	0	6	-3	2	4	2	2	3	2
25	Cc1onc(-c2c(Cl)cccc2Cl)c1C(=O)NCc1ccccn1	-11	3	-5	3	5	5	-3	2	-2
26	C/C(=C\C(=O)c1c(O)cc(C)oc1=O)N(C)C	6	·	-1	·	·	4	-2	-2	2
27	CC1CCN(CC(=O)c2c[nH]c3ccccc23)CC1	1	-1	-4	-3	-3	2	-5	-1	-2
28	Cc1cc(NS(=O)(=O)c2ccc(NC(=O)CCCOc3ccc(Cl)cc3)cc2)no1	-4	17	5	1	-1	4	-5	-1	6
29	Cc1ccc(NC(=O)COC(=O)Cc2csc(-c3cccc(F)c3)n2)cc1C	8	20	-7	2	8	27*	-4	0	1
30	CCOc1ccccc1NC(=O)c1cccnc1	5	-1	3	-7	0	0	-3	4	6
31	O=C(c1ccco1)N1CCN(C(c2ccccn2)c2nnnn2C2CCCC2)CC1 (configuration not stated)	0	0	-3	-8	2	-3	1	1	-3
32	CNC(=O)CSc1nnnn1CCCOC	4	1	-9	1	0	-10	-5	-1	-2
33	O=C(NCCc1ccc(Cl)cc1)c1ccc2nccnc2c1	9	21	0	-1	4	-2	2	-4	1
34	COc1ccc(CN=C2Nc3ccccc3CS2)cc1	3	4	6	8	3	7	-1	-3	-10
35	Nc1nnc(SCC(=O)NNC(=O)c2ccccc2F)s1	·	0	·	6	2	0	2	·	·
36	C#CCSc1n[nH]c(-c2ccco2)n1	-1	2	-5	2	1	-4	-3	-10	-5
37	COc1ccccc1CN(C)C(C)C(=O)Nc1cccc(C(C)=O)c1 (configuration not stated)	7	3	-8	8	1	1	1	1	2
38	O=S(=O)(c1cccc(F)c1)N1CCN(c2nc(-c3cccnc3)nc3ccccc23)CC1	·	10	·	-3	-5	3	-1	·	·
39	Cc1cc(=O)oc2cc(OC(C)C(=O)NCC3CCCO3)ccc12 (configuration not stated)	7	0	-4	-2	-2	-2	2	-1	-4
40	CCOC(=O)C1=C(C)OC(N)=C(C#N)C1c1cc(OC)c2c(c1)OCO2 (configuration not stated)	10	4	-9	3	-2	4	6	-2	4
41	Cc1ccc(NC(=O)Cn2cnc3c(=O)n(C)c(=O)n(C)c32)c(C)c1	5	3	-1	-6	13	3	-4	4	10
42	COc1ccc(NC(=O)C2CCOC2=O)cc1 (configuration not stated)	-3	0	0	1	1	-4	4	1	1
43	O=C(O)CN1C(=O)COc2cc(S(=O)(=O)N3CCCC3)ccc21	7	3	-4	2	0	2	2	3	-2
44	Cc1ccc(-c2nc(CS(=O)(=O)CC(=O)Nc3cc(F)ccc3F)c(C)o2)cc1	4	4	5	0	-5	0	-5	-1	-1
45	Cc1ccc2cccc(S(=O)(=O)n3nc(C)cc3C)c2n1	1	4	1	3	5	-1	0	0	0
46	COc1ccc(Cl)cc1NC(=O)CSc1nnc(Cn2c(=O)sc3ccccc32)n1C	-3	3	-2	0	3	0	-3	-2	-6
47	CC(=O)NCCc1ccc(S(=O)(=O)N2CCN(c3nc(-c4ccccc4)c(C)s3)CC2)cc1	4	6	-1	-6	7	6	0	-4	-4
48	CCOC(=O)COc1ccc(S(=O)(=O)NCc2cccnc2)cc1	0	-3	3	-1	12	6	1	-3	7
49	COC(c1ccccc1)c1nnc(CCC(=O)N2CCCCCCC2)o1 (configuration not stated)	9	0	-7	-1	3	7	-3	2	8
50	CC(C)NC(=O)C1CCN(C2CCN(C(=O)C3=CCCC3)CC2)CC1	2	5	-5	-2	7	0	3	2	4
51	CCc1ccc(/C=C2\SC(=S)N(CCC(=O)N3CCN(C)CC3)C2=O)cc1	9	-4	1	-6	-1	1	-7	5	0
52	Cc1ccc(NC(=O)Cc2nn(C)c(=O)c3ccccc23)cc1F	-11	1	-4	9	-3	0	-2	0	13
53	CC(=O)Nc1ccc(-c2csc(NCc3ccccc3)n2)cc1	10	9	5	7	3	7	-1	1	-2
54	Cc1nn(-c2ccc([N+](=O)[O-])cc2)c2c1C(c1ccc(OC(F)F)cc1)N1C(=N2)C(=O)Nc2ccccc21 (configuration not stated)	-8	-1	-4	-31	-3	-4	-6	-7	-10
55	Cc1ccc(-n2nc3c(c2NC(=O)c2ccc4c(c2)OCO4)CS(=O)(=O)C3)cc1C	2	5	4	-4	-4	0	-5	1	4
56	Cc1ccc(S(=O)(=O)NCC(=O)NC2CCCCCC2)cc1	8	10	-2	-5	9	-7	-3	-4	-8
57	O=C(CSc1nc2[nH]ncc2c(=O)n1-c1ccccc1)N1CCCc2ccccc21	1	·	0	·	·	24	1	-2	-3
58	O=C(Nc1cccc(O)c1)c1ccc(Br)cc1	-6	-1	-6	2	1	0	-2	1	1
